# From PubChem BioAssay
# PostGolgi yeast = phenotypic screen on post-Golgi transport, primary screen. inhibition, % at 10 µM. post-Golgi transport phenotypic cell assay. actives 0.9% (n = 98,000). AID 739, 2007;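 further: yeast cells grown in 1536-well plates; yeast grown about 18 h at 30C before absorbance read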
# PLAP act = PLAP enzyme activators, biochemical, luminescence, HTS. Alkaline phosphatase, placental type (Homo sapiens), P05187. purified PLAP enzyme, luminescent substrate read-out; stronger effect = higher value. activation fold at 20 µM. actives 1.2% (n = 96,000). AID 696, 2007; in the data active means activation fold above about 2
# Target sequence (P05187 whole entry, looked up): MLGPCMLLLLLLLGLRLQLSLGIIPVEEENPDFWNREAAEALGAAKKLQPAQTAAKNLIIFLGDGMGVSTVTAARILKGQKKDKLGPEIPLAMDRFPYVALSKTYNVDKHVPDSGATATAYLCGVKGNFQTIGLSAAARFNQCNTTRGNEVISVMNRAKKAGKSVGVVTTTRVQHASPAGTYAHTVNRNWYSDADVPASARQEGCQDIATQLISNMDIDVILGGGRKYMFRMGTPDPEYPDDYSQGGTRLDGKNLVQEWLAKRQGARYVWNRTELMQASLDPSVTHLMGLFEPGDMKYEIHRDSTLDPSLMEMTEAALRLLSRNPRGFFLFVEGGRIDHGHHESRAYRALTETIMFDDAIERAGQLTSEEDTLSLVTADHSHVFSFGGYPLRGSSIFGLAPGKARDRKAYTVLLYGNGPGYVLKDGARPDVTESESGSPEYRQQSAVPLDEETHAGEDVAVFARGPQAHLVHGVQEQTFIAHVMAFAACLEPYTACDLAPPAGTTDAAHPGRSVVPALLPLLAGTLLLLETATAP
# S1P2 agonist = S1P2 receptor agonists, primary screen, cell-based | Sphingosine 1-phosphate receptor 2 (Homo sapiens), O95136 | S1P2-expressing cell line, agonist reporter read-out | activation, % at 4.5 µM | actives 0.46% (n = 97,000) | AID 729, 2007; in the data active means activation above about 16%;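 further: 0% = vehicle low control and 100% = maximal reference agonist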
# Target sequence (O95136 whole entry, looked up): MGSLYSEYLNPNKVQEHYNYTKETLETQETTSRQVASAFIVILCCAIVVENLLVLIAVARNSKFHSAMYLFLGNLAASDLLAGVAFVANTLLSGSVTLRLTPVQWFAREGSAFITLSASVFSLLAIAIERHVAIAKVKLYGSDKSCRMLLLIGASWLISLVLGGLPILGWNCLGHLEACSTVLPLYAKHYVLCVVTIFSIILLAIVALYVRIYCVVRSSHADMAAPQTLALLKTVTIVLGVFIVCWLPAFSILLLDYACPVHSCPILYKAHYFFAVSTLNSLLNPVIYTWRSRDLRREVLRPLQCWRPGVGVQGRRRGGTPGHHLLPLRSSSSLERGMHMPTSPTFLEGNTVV
# E coli WT exp = growth inhibitors of wild-type E. coli, primary screen, strain BW25113, expanded library, OD600; actives 0.15% (n = 98,000); growth inhibition, % at 100 µM; AID 710, 2007; OD600 absorbance;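 active means growth inhibition above about 50% at one test dose, limit read from the data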;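 further: growth measured after 20 h incubation at 37 °C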
# Mac1 fbg inh = inhibitors of CD11b/CD18 adhesion to fibrinogen, primary screen, K562 cells, luminescence. Integrin beta-2 (Homo sapiens) + Integrin alpha-M (Homo sapiens), P05107+P11215. ATPlite luminescence; Mn2+ added to activate the integrin. inhibition, % at 10 µM. actives 0.54% (n = 93,000);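 active means primary inhibition of 50% or more at 10 µM, then 40% or more on retest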; further: some results filed as inactive read as strong as hits
# sEH inh = soluble epoxide hydrolase inhibitors, primary screen, biochemical, human sEH. inhibition, % at 2 µM. recombinant human sEH enzymatic activity assay. Bifunctional epoxide hydrolase 2 (Homo sapiens), P34913. actives 0.34% (n = 91,000); in the data active means inhibition above about 80%; further: values of inactives mirror those of a sister screen read the other way; many of its hits are not listed in these tables
# S1P2 antag = human S1P2 receptor antagonists, primary screen, cell-based. actives 0.21% (n = 97,000). Sphingosine 1-phosphate receptor 2 (Homo sapiens), O95136. cell-based S1P2 antagonist assay, inhibition at 5 uM. inhibition, % at 5 µM; in the data active means inhibition above about 45%;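 further: CRE beta-lactamase reporter cells expressing human S1P2 stimulated with S1P; 0% = agonist at EC80 alone and 100% = agonist plus reference antagonist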
# PostGolgi ctrl = growth inhibition of yeast control strain, primary screen, counter-screen for post-Golgi transport modulator project | actives 5% (n = 98,000) | inhibition, % at 10 µM | efflux-deficient yeast background strain, growth absorbance A615, 16 h | AID 738, 2007
# sEH act = soluble epoxide hydrolase activators, primary screen, biochemical, human sEH | actives 0.04% (n = 91,000) | AID 717, 2007 | purified human sEH enzymatic activity, activator screen | Bifunctional epoxide hydrolase 2 (Homo sapiens), P34913 | activation, % at 2 µM; in the data active means activation above about 37%; further: values of inactives mirror those of a sister screen read the other way
# The depositor's hits bear a star; . = no result given. Unless noted, no stated cut-off is given here; in the data, active means inhibition above about 30%; inactive means the rest.
SMILES,PostGolgi yeast,PLAP act,S1P2 agonist,E coli WT exp,Mac1 fbg inh,sEH inh,S1P2 antag,PostGolgi ctrl,sEH act
CCC(C)NC(=O)C1c2ccccc2C(=O)N1Cc1cc(OC)ccc1OC (stereo not drawn),-3,1,-6,2,-18,4,0,14,-4
CC(=O)NS(=O)(=O)c1ccc(NC(=O)c2ccccc2F)cc1,-3,1.2,-2,3,.,-13,16,4,12
CC1CCN(c2ncnc3ccccc23)CC1,.,.,-7,.,.,-5,28,.,5
COc1ccc(/C=C2\CCc3ccccc3C2=O)cc1Cn1nc(C)c(Br)c1C,.,.,-4,.,.,-24,0,.,24
O=S(=O)(Nc1cccc(-c2cn3cccnc3n2)c1)c1ccc(-c2ccccc2)cc1,19,1.3,-1,-12,.,-9,-9,20,12
O=C(O)COc1c(F)c(F)c(C(F)(F)F)c(F)c1F,1,1.2,.,3,-4,.,.,10,.
CCC1CCC2(CC1)NNC(=S)NN2,-25,1.4,0,18,-11,-18,3,11,20
O=C(Cn1cnc2scc(-c3ccccc3)c2c1=O)N1CCOCC1,10,1,-8,3,-4,-4,-15,-7,3
COc1ccnc(N=CNOCc2cccc(Cl)c2Cl)c1C#N,-10,0.9,-1,-6,-37,-9,8,-2,9
CCN1CCCC1CNC(=O)CCc1nc(-c2ccc(C)cc2)no1 (stereo not drawn),7,1.6,-6,-7,3,5,21,9,-2
Cc1ccc(C)c(N(CC(=O)NN=C2CCCCCCC2)S(C)(=O)=O)c1,2,1.2,-2,-6,3,-19,-17,1,24
CCCCC(=O)Nc1ccc(C(N)=O)cc1,-9,1.1,-8,4,-1,9,3,2,-9
Cc1nc2ccccc2c(=O)n1NC(=O)c1ccccc1Cl,-7,0.9,-4,-6,.,-2,2,4,1
CC(C(=O)Nc1cc(C(F)(F)F)ccc1N1CCOCC1)N1C(=O)C2CC=CCC2C1=O (stereo not drawn),-5,1.3,-2,-3,0,-12,6,11,9
COc1ccc(-n2c(C)c(C(C)=O)c3cc(O)ccc32)cc1,-1,1,-8,-16,-44,.,13,32*,.
O=S(=O)(c1cc(Cl)ccc1Cl)n1nnc2ccccc21,-3,1,-6,6,-8,-1,4,-4,2
O=C1CNC(=O)c2c(nc3n2CCC3)N1,-5,0.9,-1,3,2,16,7,-2,-15
O=C(CN1C(=O)CSC1=O)N1CCCCC1,.,.,-4,.,.,-2,-23,.,5
Cc1oc2nc(SCC(=O)NC3CCCCC3)nc(N)c2c1C,.,.,3,.,.,-2,-39,.,6
COc1ccc(-c2nnnn2C)cc1S(=O)(=O)NCc1ccccc1,5,0.8,-1,-15,-3,5,3,1,-3
c1ccc(-n2nnc3c(N4CCOCC4)ncnc32)cc1,13,1.1,-14,-7,12,2,-9,7,1
CC(=O)c1cccc(S(=O)(=O)N2CCCC(c3nc(-c4ccc(C)o4)no3)C2)c1 (stereo not drawn),-10,1.6,0,-10,1,8,1,9,-10
O=C(O)C1CCC(=O)N1C1c2ccccc2Oc2ccccc21 (stereo not drawn),3,1.1,-3,6,-15,2,7,-5,0
Cc1ccc(OCCNS(=O)(=O)c2ccc(N3CCCC3=O)cc2)cc1C,2,1,-2,5,.,-14,23,15,14
Cc1cc(C)nc(-n2nc(C)c(Br)c2Nc2ccc(Br)cc2)n1,5,1,-7,-7,-3,-1,-5,24,1
CC1(C)CC(NC(=O)C23CCC(C)(C(=O)C2)C3(C)C)CC(C)(C)N1 (stereo not drawn),-3,1,-5,8,-1,-8,9,5,8
COc1ccc(CCNC(=O)CCC(=O)N2CCN(S(=O)(=O)c3ccccc3)CC2)cc1OC,1,1.5,0,-1,-16,7,-8,-1,-6
CCCCNC(=O)C1CCN(C(=O)Nc2ccc(C)cc2)CC1,.,.,-3,.,.,-1,2,.,0
O=C(CC1c2ccccc2Oc2ccccc21)N1CCN(c2ccccn2)CC1,6,1,-5,-7,.,15,17,22,-15
Cc1cc(C)nc(NC(=O)/C=C/c2ccccc2Cl)n1,-8,0.9,1,-4,-9,-10,21,23,9
CCN(CC)c1ccc2cc(-c3nc4ccccc4[nH]3)c(=O)oc2c1,0,0.9,-11,-13,101,.,34,4,.
COc1cccc(C(C#N)N2CCOCC2)c1 (stereo not drawn),0,0.9,-2,-3,-28,-3,4,-3,1
COc1ccc(CNC(=O)C2CCN(c3nc(OC)nc(OC)n3)CC2)cc1,6,0.8,-8,1,.,46,0,-7,-44
COc1ccc(CCNc2nc3c(c(=O)n(C)c(=O)n3C)n2C)cc1OC,-2,1.3,0,-1,-50,3,-11,17,2
CCOc1ccc2nc(NC(=O)Nc3ccccc3)sc2c1,12,0.8,-2,-2,12,11,-24,1,-12
CC(C)C(C(=O)Nc1ncn[nH]1)N1C(=O)c2ccccc2C1=O (stereo not drawn),13,1.2,-2,0,-16,8,25,11,-8
CC(Oc1cccc(F)c1)C(=O)/C=C\N(C)C (stereo not drawn),11,1.2,-3,0,4,8,10,-8,-5
O=C(c1ccc2c(c1)OCO2)N1CCN(c2ccccc2)CC1,-15,1.1,-5,4,6,2,-8,4,-2
CCn1c(SCC(=O)N2CCc3ccccc3C2)nc2c1c(=O)n(C)c(=O)n2C,2,1.2,-4,-4,7,2,6,12,-2
Cc1ccc2c(c1)c1cccc3c1n2CCN3CCC(N)=O,6,1.4,3,17,0,3,-5,6,-4
CCN1C(=O)CC(N2CCN(C(c3ccccc3)c3ccccc3)CC2)C1=O (stereo not drawn),7,1.5,-5,5,-4,-14,9,3,10
COc1ccc(NC(=O)C(C)N2c3cccc4cccc(c34)S2(=O)=O)cc1OC (stereo not drawn),.,.,-6,.,.,7,7,.,-4
Cc1occc1C(=O)Nc1ccc2c(c1)OCO2,0,0.9,0,5,-4,-8,6,25,6
Cc1cc(Cl)cc(Br)c1OCCCCn1cncn1,-4,1.1,-3,-5,44,7,5,4,-4
COc1ccc(S(=O)NC2CCCCC2)c(OC)c1C (stereo not drawn),8,1.1,-7,-1,-2,12,1,-2,-12
Nc1ccc2c(c1)-c1ccccc1S(=O)(=O)N2,-2,1.3,-5,13,-9,-2,0,4,2
c1ccc(CCn2nnnc2CN2CCCc3ccccc32)cc1,2,1.3,-3,-5,-28,-20,13,14,20
Nc1nc(-c2ccccc2)c(-c2ccccc2)s1,-3,1,-10,4,.,-9,3,20,12
COCCN1C(=O)C(O)=C(C(C)=O)C1c1ccc(OC)c(OC)c1 (stereo not drawn),-5,1.1,-3,-6,-15,3,-2,1,-4
COCCNC(=O)c1ccc2c(c1)NC(=O)CS2,0,1.1,-5,4,24,2,3,0,-5
Cc1[nH]c2ccccc2c1C(=O)CSc1nc2ccccc2[nH]1,8,1,0,11,-4,5,7,12,-4
O=S(=O)(O)c1nc2ccccc2n1Cc1ccc(Cl)cc1,0,1.1,-8,13,15,.,2,3,.
CCCC(=O)C1=C(O)C(C(=O)OC)C(C)(C)CC1=Nc1ccc(N)cc1 (stereo not drawn),-8,1.1,-3,-1,-11,6,7,14,-5
Cc1ccc(S(=O)(=O)N2CCOCC(=O)NCCOCCNC(=O)COCC2)cc1,9,1.1,.,-8,-9,.,.,-3,.
Cc1cccc(OCCNc2nc3c(c(=O)n(C)c(=O)n3C)n2C)c1,8,1.1,-2,-4,.,-13,19,14,13
CCC1(C)N([O-])C(C)=C(c2ccccc2)[N+]1=O (stereo not drawn),5,0.9,-2,3,4,2,16,13,-2
Cc1ccccc1N1C(=O)C2C3C=CC(C2C1=O)N(C)C3=O (stereo not drawn),.,.,-7,.,.,-11,12,.,14
O=C(NCc1ccco1)c1csc(Nc2ccccc2Cl)n1,7,0.8,-7,30,-12,-8,-5,27,12
CS(=O)(=O)N(CC(=O)NCc1ccncc1)c1cc(Cl)cc(Cl)c1,-17,1,-11,1,3,.,22,-8,.
COc1ccc(C(=O)N2CCOCC2)cc1Br,-1,0.9,-6,2,0,8,14,0,-10

# Other results.
SMILES,PostGolgi yeast,PLAP act,S1P2 agonist,E coli WT exp,Mac1 fbg inh,sEH inh,S1P2 antag,PostGolgi ctrl,sEH act
CCn1c(SCc2ccc(C(=O)OC)o2)nc2sc3c(c2c1=O)CCCC3,-3,1.4,-2,21,11,7,-14,7,-7
CCS(=O)(=O)N1CCC(C(=O)NCCCN2CCN(c3ccccc3F)CC2)CC1,1,1.1,-11,10,-3,20,-5,-4,-21
CN(C)C(CNC(=O)CCCc1c[nH]c2ccccc12)c1ccco1 (stereo not drawn),4,1.3,-17,1,0,0,2,7,2
O=C(CSc1nccc(=O)[nH]1)c1ccccc1Br,12,0.9,-6,-2,2,-4,11,-4,4
Cc1ccc(CN(CC2CCCO2)C(=O)CN2C(=O)C(C(C)C)Oc3ccccc32)o1 (stereo not drawn),0,1.7,.,-2,-10,.,.,7,.
O=C(c1ccc2c(c1)OCCO2)N1CCN(Cc2ccccc2)CC1,-2,1.2,0,8,.,2,-22,1,-2
CCC(C)NC(=O)c1cnn2c1NC(c1ccc3c(c1)OCO3)CC2C(F)(F)F (stereo not drawn),-1,1.3,-4,-3,-4,6,11,6,-7
CCC1(C)CC(CCNS(=O)(=O)c2ccc(C)cc2)(c2ccc(C)cc2)CCO1 (stereo not drawn),5,1.4,-5,-10,.,0,12,21,1
Cn1c(=O)c2c(nc(NCc3ccco3)n2C)n(C)c1=O,-8,0.9,-3,-2,-26,3,-16,25,-3
COc1ccc(C(=O)N2CCCC(c3ccccc3)C2)cc1 (stereo not drawn),-2,1.7,-10,8,-1,3,-18,10,-2
C=CCn1c(SCC(=O)c2ccc(NS(=O)(=O)c3ccccc3)cc2)nnc1-c1cccs1,6,1.4,.,-5,2,.,.,11,.
N#CCCNCC1(c2ccccc2)CCCC1,2,1.2,-5,8,8,-1,-2,18,6
Cc1ccccc1OCCN1C(=O)NC2(CCc3ccccc32)C1=O (stereo not drawn),-3,1.3,-3,3,.,-2,-12,10,4
CCc1ccc2[nH]cc(C(=O)N3CCCCCC3)c(=O)c2c1,5,1,-4,1,3,-8,15,0,7
COc1ccc(CCN2C(=S)NC3CC2(C)Oc2ccc([N+](=O)[O-])cc23)cc1OC (stereo not drawn),4,1,-4,-1,1,-14,-1,23,12
CC(=O)N1CCN(c2ccc(NCc3ccc(C)s3)cc2)CC1,-1,1.6,-3,1,7,.,8,13,.
CCc1ccc(-n2c(O)c(C=NCCN(CC)CC)c(=O)[nH]c2=O)cc1,-1,1.1,-5,1,.,3,14,4,0
O=C(CN1CCOCC1)Nc1ccc(Oc2ccc(NC(=O)CN3CCOCC3)cc2)cc1,-3,1.6,-1,6,-4,14,-12,8,-11
Nc1cccc2c1C(=O)N(C(=O)c1cccc(S(=O)(=O)N3CCCCCC3)c1)C2=O,-3,0.9,-9,0,3,-4,6,-4,7

# Results in S1P2 agonist (4 entries from above):
SMILES	S1P2 agonist
CC(=O)N1CCN(c2ccc(NCc3ccc(C)s3)cc2)CC1	-3
CCc1ccc(-n2c(O)c(C=NCCN(CC)CC)c(=O)[nH]c2=O)cc1	-5
O=C(CN1CCOCC1)Nc1ccc(Oc2ccc(NC(=O)CN3CCOCC3)cc2)cc1	-1
Nc1cccc2c1C(=O)N(C(=O)c1cccc(S(=O)(=O)N3CCCCCC3)c1)C2=O	-9
